# Shn3 inh set2: inhibitors of Schnurri-3 3'UTR reporter in osteoblasts; Clone20 osteoblast Shn3 3'UTR firefly luciferase, 24 h; inhibition, % at 12.5 µM; hit rate 0.52% among 360,000; AID 588674;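 active = mean inhibition of at least 75% with every replicate also reaching 75%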;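 also: 0% = median of neutral control wells and 100% = pilot-screen positive control compound; some compounds past the cut are filed as inactive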
# PDI inh: PDI (human) enzyme inhibition. P07237. PDI insulin aggregation turbidity, A650, 90 min. inhibition, % at 10 µM. hit rate 0.052% among 350,000. AID 588391;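 active = mean inhibition across replicates of 30% or more, whatever share of single replicates reach that level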;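 also: absorbance from insulin aggregation driven by PDI reduction with DTT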
# Target sequence (P07237 whole entry, looked up): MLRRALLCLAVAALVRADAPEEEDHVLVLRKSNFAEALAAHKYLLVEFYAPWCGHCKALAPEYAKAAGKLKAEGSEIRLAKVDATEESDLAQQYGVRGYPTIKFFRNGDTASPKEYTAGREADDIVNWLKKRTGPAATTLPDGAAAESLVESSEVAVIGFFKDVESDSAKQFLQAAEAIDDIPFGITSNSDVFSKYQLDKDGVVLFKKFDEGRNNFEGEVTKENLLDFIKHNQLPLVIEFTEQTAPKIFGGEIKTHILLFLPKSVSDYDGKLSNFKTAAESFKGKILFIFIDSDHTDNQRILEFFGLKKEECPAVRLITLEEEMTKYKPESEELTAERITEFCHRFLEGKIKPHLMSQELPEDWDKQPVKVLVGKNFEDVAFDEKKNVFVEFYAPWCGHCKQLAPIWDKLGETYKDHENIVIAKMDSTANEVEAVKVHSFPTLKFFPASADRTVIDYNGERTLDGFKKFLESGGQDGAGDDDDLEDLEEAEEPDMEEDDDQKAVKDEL
# CaV13 ICDI inh: Primary screen for inhibitors of IQ motif and Ca2+-dependent inactivation inhibitor domain binding in CACNA1D, Förster resonance energy transfer in living cells, …; AID 743397; inhibition, % at 12.3 µM; HEK cells, CFP/YFP FRET ICDI-IQ, plate reader, 10 min; percent FRET-ratio fall versus neutral wells; hit rate 0.098% among 340,000;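 active = mean replicate inhibition of at least 30% and at least 1% of replicates passing that level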;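 also: 0% = median of the neutral control wells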
# KKLEB cytotox: counter-screen for CF NF-kB inhibitors: cytotoxicity | KKLEB CF airway cells viability, ATPlite luminescence, overnight; hits give low values; cells stimulated with P. aeruginosa culture filtrate | activity change (cytotoxicity), % at 5 µM | hit rate 0.36% among 360,000 | AID 602141;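 active = corrected activity change at or below -50% at 5 µM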
# NR2E3 ag-1: activates human NR2E3 receptor | Q9Y5X4 | CHO-S Gal4-NCOR/VP16-NR2E3 two-hybrid, luciferase | inhibition of corepressor binding, % at 3.98 µM | hit rate 0.35% among 360,000 | AID 602229;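 active = inhibition above the mean of all tested compounds plus 3 SD, cut at about 70% in these data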;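 also: 0% = DMSO with NR2E3 transfected cells and 100% = cells lacking NR2E3 construct; higher means lower luciferase signal from less NR2E3 corepressor binding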
# Target sequence (Q9Y5X4 whole entry, looked up, the tested form may be a part): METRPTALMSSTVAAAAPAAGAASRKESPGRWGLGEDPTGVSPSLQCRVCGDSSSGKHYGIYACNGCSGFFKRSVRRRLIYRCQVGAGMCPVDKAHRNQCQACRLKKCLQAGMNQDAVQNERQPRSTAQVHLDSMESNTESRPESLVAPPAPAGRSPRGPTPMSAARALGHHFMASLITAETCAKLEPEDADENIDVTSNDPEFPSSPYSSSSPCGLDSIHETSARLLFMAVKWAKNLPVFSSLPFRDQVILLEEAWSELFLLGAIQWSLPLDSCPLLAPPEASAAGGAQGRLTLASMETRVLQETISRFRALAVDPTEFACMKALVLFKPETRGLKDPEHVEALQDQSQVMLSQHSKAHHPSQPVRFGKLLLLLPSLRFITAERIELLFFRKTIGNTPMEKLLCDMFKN
# CF NFkB inh: inhibitors of cystic fibrosis induced NF-kB; KKLEB NF-kB-GFP reporter, PAF-induced, GFP fluorescence overnight; inhibition, % at 5 µM; hit rate 0.86% among 360,000;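 active = at least 50% inhibition at 5 µM, scaled per plate between neutral and stimulator controls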;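 also: PAF is a Pseudomonas aeruginosa culture filtrate used as stimulus; plate controls were PAF-stimulated DMSO wells for no effect and unstimulated DMSO wells for full effect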
# NR2E3 ag-2: NR2E3 (human) agonism; GST-NR2E3/biotin-RetCOR TR-FRET, 1536-well; AID 2300; Q9Y5X4; hit rate 0.12% among 320,000; inhibition of corepressor binding, % at 4.78 µM;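 active = percent inhibition above the cutoff of mean plus 3 SD of all tested compounds, set per screening campaign, cut at about 20% in these data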;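 also: 0% = DMSO wells and 100% = biotin wells as full block of FRET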
#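 Test system – NR2E3–RetCOR corepressor complex · Quantity – NR2E3 fusion 1.35 nM · Buffer or medium – Tris pH 7.5 · Incubation – Compound–protein incubation for 5 h at 4 °C · Technique – TR-FRET, Eu(K)-anti-GST donor, streptavidin-D2 acceptor, ex 340, em 617/671 nm · Evaluation – percent inhibition of 671/617 nm emission ratio versus biotin and DMSO controls · Plate – 1536-well format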
# Vif imaging: blocks HIV Vif function; HEK293T cells, Vif self-association by quenched fluorescence, imaging, 24 h; inhibition, % at 7.49 µM; hit rate 0.35% among 340,000; AID 602346; in the data active = inhibition above about 50%, passing the limit was not always enough; also: some results filed as inactive read as strong as hits
# HIF-2a inh: blocks HIF-2a reporter activity; 786-0 RCC cells HIF-2a reporter, luciferase luminescence, overnight; inhibition, % at 18.8 µM; hit rate 0.72% among 360,000; AID 624352;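 active = inhibition of the luminescence signal of 40% or more relative to plate controls, in a single-dose primary screen at 18.75 µM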
# Peg3 prom inh: reduces Peg3 promoter-driven luciferase expression in HeLa | HeLa PEG-Prom luciferase reporter, luminescence, overnight | inhibition, % at 20 µM | hit rate 1.7% among 360,000;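 active = inhibition of at least 50% at 20 µM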
# TRPM1 prom inh: reduces MITF-dependent TRPM1 promoter luciferase signal. inhibition, % at 12.5 µM. SK-MEL-5 TRPM1 promoter luciferase, 24 h. AID 488899. hit rate 0.83% among 330,000;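 active = mean inhibition across replicates of 60% or more, whatever share of single replicates reaches that level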; also: values of inactives mirror those of a sister screen read the other way
# * marks the source's active call; other numbers are inactive results; / = not tested or not shown. Rows were taken by chance; any-hit rate near 3.3%.
SMILES,Shn3 inh set2,PDI inh,CaV13 ICDI inh,KKLEB cytotox,NR2E3 ag-1,CF NFkB inh,NR2E3 ag-2,Vif imaging,HIF-2a inh,Peg3 prom inh,TRPM1 prom inh
Cc1c(C(=O)Nc2ccc(S(=O)(=O)Nc3ncccn3)cc2)oc2ccc(F)cc12,1.6,0.3,-5.0,0.1,4.8,-24.4,/,/,-1.8,-2.3,-13.2
CC12CN3CC(C)(CN(C1)C3c1ccc3c(c1)OCO3)C2O (stereo unspecified),1.4,-2.9,0.0,-1.1,-14.2,-5.8,-1.1,-8.2,9.0,17.1,2.0
CCn1c2ccccc2c2cc(NC(=O)C(C)Oc3ccc(OC)cc3)ccc21 (stereo unspecified),19.7,14.5,-5.5,-0.4,4.5,-10.1,1.8,-5.7,11.9,9.4,4.7
COc1ccc(C(c2nnnn2C2CCCC2)N2CCN(C3CCCC3)CC2)cc1OC (stereo unspecified),0.8,13.1,/,5.0,3.1,-10.0,1.0,-1.4,11.9,18.3,1.2
CCCn1c(SCC(=O)Nc2cccc(C)n2)nnc1-c1ccco1,6.2,-3.8,/,4.0,-14.0,-4.6,0.9,/,-4.8,-2.8,-5.0
COc1ccc(S(=O)(=O)n2cnc3ccccc32)c(C)c1,-0.4,12.9,-20.0,0.5,-12.4,-10.7,-1.7,-3.2,18.5,21.1,14.5
Cc1ccc(NC(=O)CSc2nc3c(c(=O)[nH]2)CCC3)cc1C,-2.7,1.1,-7.3,15.7,-15.8,-13.4,1.7,-3.6,-38.9,-18.8,-7.5
CC(C)(C)NC(=O)COC(=O)c1c2c(nc3ccccc13)CCC2,14.6,-10.4,-3.7,-0.8,17.4,14.1,-2.8,-4.5,14.1,39.8,8.7
COc1ccc2nc(NC3=NCCC3)sc2c1,-85.7,-14.2,-5.3,1.4,-89.8,-7.2,2.1,/,-229.9,-236.3,-62.2
CN(C(=O)COC(=O)c1cncc(Br)c1)C1CCS(=O)(=O)C1 (stereo unspecified),6.3,3.2,-1.2,3.9,-10.6,8.9,-3.6,-0.7,9.7,-4.0,-4.2
CCc1c(C)sc(NC(=O)Cc2ccccc2OC)c1C(=O)N1CCOCC1,-8.5,1.2,/,8.3,-1.0,17.3,-0.3,-2.4,18.0,17.4,4.9
CCOC(=O)CN1N=C(/C=C/c2ccccc2)CCC1=O,2.0,4.3,-1.2,9.1,-31.4,-6.2,0.7,7.2,23.1,-7.3,-4.5
COC(=O)c1ccc(-c2c(-c3ccccc3)ncc3cc(OC)c(OC)cc23)cc1,26.5,0.7,-4.9,1.3,-11.4,-7.4,1.2,11.0,1.6,-0.1,4.9
CCOC(=O)CC1=Nc2ccccc2NC(=O)C1,-17.7,-6.7,-5.1,-0.1,-27.7,3.2,-0.8,1.3,13.0,3.0,0.5
CCC1=C(CC2NCCc3ccccc32)CC2c3cc(OC)c(OC)cc3CCN2C1 (stereo unspecified),74.5,-1.9,-5.1,-11.5,97.3*,63.3*,/,-9.4,41.0*,61.5*,69.5*
O=[N+]([O-])c1cnc(Sc2ccncn2)s1,27.8,-0.2,-20.4,-14.5,29.5,74.7*,0.8,-12.7,94.8*,109.9*,83.0*
CC(=O)Oc1ccc2cc(-c3nc4ccccc4n3C)c(=O)oc2c1,-15.7,-1.4,33.0*,6.2,-77.1,-10.2,8.6,0.7,-276.1,-183.6,-25.6
O=C1C(=O)N(CCCN2CCOCC2)C(c2ccc([N+](=O)[O-])cc2)/C1=C(\O)c1ccc2c(c1)OCCO2 (stereo unspecified),5.0,-1.2,-2.3,0.5,-36.3,-5.4,2.1,-15.6,11.9,-19.3,-2.0
COc1cccc(C(=O)NCc2ccc(-c3nc4ccccc4s3)cc2)c1,-31.3,-2.2,-5.0,-2.7,-117.4,-5.5,4.0,0.6,-137.7,-46.4,-42.2
COc1ccc(S(=O)(=O)Nc2cccc3c2O[C@H](CN(C)Cc2ccc(Oc4ccccc4)cc2)[C@@H](C)CN([C@H](C)CO)C3=O)cc1,39.5,4.0,-5.2,-8.5,-21.9,45.9,/,-15.6,5.7,23.3,3.7
Cc1cc(C(=O)CN2C(=O)C(=O)N(Cc3ccccc3)C2=O)c(C)n1-c1ccccc1F,-61.4,-4.6,-4.7,-8.3,-21.4,-9.7,-1.7,-10.4,6.7,16.8,9.8
OCCCNCc1ccc(-c2ccccc2)cc1,4.6,11.0,-2.3,0.5,-8.0,3.3,2.0,-2.2,10.1,6.5,2.8
Cc1cccc(NC(=S)N(CCN(C)C)C(C)c2cccnc2)c1 (stereo unspecified),-17.0,7.6,1.5,5.1,5.8,22.8,-2.9,9.6,11.2,10.2,0.9
CC(C)Cc1nc(N2CCOCC2)c(C#N)c2c1COC(C)(C)C2,8.7,0.6,-2.1,-14.5,0.5,10.7,-0.7,11.5,24.0,28.3,-11.5
Oc1ccccc1C(=S)N1CCCCCC1,-5.3,-1.0,/,1.7,-14.3,17.9,2.2,-3.8,0.6,-2.0,6.9
CCOC(=O)C(NC(=O)c1ccccc1)(Nc1nnc(C)s1)C(F)(F)F (stereo unspecified),-32.0,18.7,-13.2,4.7,-2.0,1.4,0.7,3.4,2.0,5.0,-9.9
Cc1nc2ccccc2n1CC(=O)N/N=C\c1ccccn1,15.4,8.5,-5.4,-4.3,-12.3,3.7,-4.8,2.9,14.8,-2.6,2.2
Cc1ccc(CNc2nc(C)nc3sc4c(c23)CCC4)cc1,76.3,15.9,-5.3,0.5,67.1,-7.1,0.1,-21.0,-17.9,19.0,25.5
CCCCN(C)CCC(=O)Nc1ccc(OC)cc1OC,-0.7,-6.4,-3.9,0.0,-10.1,4.3,2.6,15.4,7.4,-0.6,-7.1
Cc1[nH]c2ccc3ncccc3c2c1C,13.6,0.7,-4.0,12.7,1.5,-2.8,0.9,/,-41.2,-49.3,-31.6
O=C(CN1CCN(c2ccccc2F)CC1)Nc1ccccc1F,2.6,-2.9,/,-2.7,5.6,-3.6,4.8,13.8,-11.3,-0.6,1.7
Cc1ccc(NC(=S)N2CCCN(Cc3ccc(F)cc3)C2)c(C)c1,-4.9,11.6,-13.7,2.0,16.0,6.1,1.2,-6.1,-0.8,-5.8,-12.8
Cc1cccc(C)c1NC(=O)CN1C(=O)CCSc2ccc(S(=O)(=O)N3CCCC3)cc21,-9.8,3.9,-6.6,28.3,-6.7,-26.2,1.1,2.8,7.4,-16.7,2.5
Cc1ccc(Cn2c(CCC(=O)O)nc3ncccc3c2=O)cc1,3.7,3.4,-13.7,12.8,7.2,-20.3,/,-1.5,17.7,-11.6,18.5
Cc1ccccc1NS(=O)(=O)c1ccc(OCC(=O)N2CCCCC2)cc1,9.6,-4.4,-7.7,-0.9,14.4,-22.9,-1.7,/,-23.0,7.8,10.5
CCc1c(C(=O)NNC(=O)Nc2ccc3c(c2)OCO3)csc1C,-26.4,3.2,-7.0,-8.7,-32.2,16.8,/,4.2,-69.0,-58.3,-8.8
CCCCNC(=O)CCn1c(=O)c2ccccc2n(Cc2ccc(Cl)cc2)c1=O,17.0,-1.2,-4.6,-2.9,-15.7,17.0,4.0,-5.8,14.8,10.6,3.4
[N-]=[N+]=CC(=O)CCCN1C(=O)c2ccccc2C1=O,-16.9,-1.2,-4.5,-9.9,-11.4,-17.2,0.9,-5.1,4.6,-6.2,8.7
CNC(=O)/C(C#N)=C1/SC(Cc2ccc(F)cc2)C(=O)N1c1ccccc1 (stereo unspecified),13.3,1.9,-20.8,-1.2,1.4,-9.7,-0.7,-0.5,16.3,9.4,-17.2
COc1ccc(NC(=O)CSc2nnc(Cc3cccs3)n2-c2ccc(C)cc2)cc1,37.3,9.3,-5.3,9.8,16.0,-15.4,-0.9,21.5,-8.9,8.6,14.3
N[C@@H](Cc1ccc(O)cc1)c1nnc([C@H](CCC(=O)O)NC(=O)C2CCNCC2)o1,-1.0,2.1,-7.3,-15.9,-11.9,24.9,5.0,-1.2,11.8,6.2,-1.0
Cc1ccccc1CN1CCN(Cc2ccc3cccc(F)c3n2)CC1CCO (stereo unspecified),3.7,8.1,-5.2,-4.2,-20.6,5.8,0.4,21.0,24.0,16.2,9.8
O=C(c1ccccc1)c1nc[nH]c1C(=O)Nc1ccccn1,-4.9,0.4,-3.5,6.2,-6.2,6.7,6.4,-0.7,-2.7,2.6,-8.9
O=C(CN1CCSCC1)N/N=C/c1ccccc1F,10.9,-17.7,-8.9,-0.8,-14.2,-6.7,-3.2,/,12.3,7.8,-2.0
CC[C@@H]1[C@H]2CCCC(=O)N3CC[C@@H](C[C@@H]1OC(=O)NCc1ccccc1)[C@@H]23,-4.9,7.0,-9.5,-17.2,1.0,4.6,1.6,5.3,10.8,3.0,-1.7
COCC(C)NCc1cccc(C)c1 (stereo unspecified),3.1,-4.2,/,1.6,1.4,3.0,2.5,/,14.9,18.0,9.8
COC1CCCN(C(=O)c2ccc3nc(Cc4cccc(Cl)c4)oc3c2)C1 (stereo unspecified),-30.7,4.2,-6.1,9.5,-35.9,-10.9,2.6,-3.6,-135.7,-63.6,-13.3
CCOc1ccc(C(=O)C2CCN(C(=O)c3ccc([N+](=O)[O-])cc3)CC2)cc1,24.4,-2.6,-3.5,-0.7,8.3,-1.0,3.3,-3.0,12.3,19.3,7.9
O=S(=O)(Nc1nc2ccccc2s1)c1cc(F)ccc1F,1.1,6.5,-5.2,-0.2,-1.3,-13.4,2.6,-5.1,4.4,8.1,-9.6
Cc1ccc(Nc2cccccc2=O)cc1,-47.5,-8.7,-2.8,-2.7,-54.2,7.2,1.5,/,-186.3,-201.1,-63.4
O=C(CSc1nnc(-c2ccccc2F)o1)OCc1ccccc1,11.2,-3.9,-11.5,-2.2,-3.4,-2.8,0.4,-9.8,9.8,14.0,5.8
CN(c1ccc(OCC(=O)NC2CCCC2)cc1)S(=O)(=O)c1cccs1,41.8,-9.6,-3.9,-9.8,6.4,7.2,-2.3,-4.0,5.2,9.9,1.0
Cc1nn(-c2cc(C(F)(F)F)ccn2)c(=O)o1,-2.1,-3.2,-19.6,-4.4,-21.7,-3.5,-0.8,-5.7,13.3,8.4,-4.2
O=C(Nc1cccc2cccc(NC(=O)c3ccco3)c12)c1ccco1,-8.6,-15.9,/,0.8,-16.2,-2.6,5.7,3.3,9.8,14.6,17.8
C=CCNc1ccccc1S(=O)(=O)NCc1ccccc1,1.2,-2.1,-5.9,3.8,11.6,18.6,/,5.2,0.1,6.5,-11.8

# Look-ups from the list:
# CF NFkB inh with `Cc1ccc(Nc2cccccc2=O)cc1` = 7.2
# CF NFkB inh with `O=C(CSc1nnc(-c2ccccc2F)o1)OCc1ccccc1` = -2.8

# Screening results deposited in PubChem by several laboratories.
